DRD3 antagonist = D3 dopamine receptor (human) antagonism. AID 652054. D3R cells, DiscoveRx beta-arrestin luminescence, antagonist mode; active compounds read low. P35462. max response, negative = inhibition, %. 360,000 compounds, 2.5% hits; in the data active = max response below about -50%; inconclusive = no clear call, values can overlap the other calls; also: % is scaled to controls: 0 for no effect and ±100 for the full control effect; mostly tested at two doses, the higher about 12 µM
Target sequence (P35462 whole entry, looked up): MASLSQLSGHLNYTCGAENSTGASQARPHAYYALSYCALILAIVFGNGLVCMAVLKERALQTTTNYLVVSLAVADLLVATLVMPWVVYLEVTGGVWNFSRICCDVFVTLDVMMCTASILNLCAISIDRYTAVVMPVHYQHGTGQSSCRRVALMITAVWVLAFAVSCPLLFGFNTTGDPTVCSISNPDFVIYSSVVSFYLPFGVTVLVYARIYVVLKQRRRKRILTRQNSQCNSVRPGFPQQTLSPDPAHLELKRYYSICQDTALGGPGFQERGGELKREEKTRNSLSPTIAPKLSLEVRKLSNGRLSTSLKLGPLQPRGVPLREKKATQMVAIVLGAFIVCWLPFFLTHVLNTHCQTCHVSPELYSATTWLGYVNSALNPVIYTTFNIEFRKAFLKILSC
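Cells expressing the human receptor were seeded at 1500 cells/well, incubated overnight at 37 degrees C in 5% CO2, then exposed to library compounds with dopamine controls for 90 minutes at 37 degrees C before luminescent detection.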
GLP-1R inv ag = inverse agonists of human GLP-1 receptor | HEK293 GLP-1R CRE-luciferase, luminescence, 24 h; GLP-1R form is constitutively active | Potency, µM (highest dose often 38.3 µM), inactives show top-dose activity change, negative = inhibition, actives largely listed as inhibitors | 410,000 compounds, 1.6% hits; also: potency is read from the fitted curve at half-maximal effect; % is scaled to controls: 0 for no effect and ±100 for the full control effect; nearly all actives have a fitted effect of over 55% in size
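Stable HEK293 clone (constitutively active GLP-1R + cAMP-response luciferase); 200 cells/uL plated, 12 h pre-culture, compound 24 hr, 37 deg C/5% CO2; detection reagent 12 min RT; luminescence.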
FUS yeast rescue = rescues growth of FUS-expressing yeast | S. cerevisiae FUS-expressing, growth rescue, OD600, 24 h | Potency, µM (highest dose often 76.6 µM), for inactives: top-dose growth rescue (activation), actives largely listed as activators | 390,000 compounds, 0.24% hits | AID 1347120;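 also: potency is read from the fitted curve at half-maximal effect; plate controls were DMSO vehicle for no effect and reference control for full effect; nearly all actives have a fitted effect of over 55% in size; some results filed as inactive show a strong effect at the top dose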
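FUS-expressing yeast, raffinose-pregrown, induced in 2% galactose minimal medium at OD 0.005; compounds in a dilution series, 24hr at 30C. Growth restoration read as absorbance at 600 nm. CP55940 positive control, DMSO negative.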
Abeta yeast res = compounds reversing amyloid beta toxicity in yeast; AID 1347071; Potency, µM (doses to about 46.1 µM), without a hit: at the highest dose growth rescue, usual class: activators; yeast expressing A-beta42, growth rescue, OD600, 48 h; response scale: 0% DMSO, 100% iron-clioquinol control; 410,000 compounds, 0.063% hits; also: potency is read from the fitted curve at half-maximal effect; nearly all actives have a fitted effect of over 55% in size
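Growth rescue measured by 600 nm absorbance after 48 h yeast culture at 30 C with compound. Values normalized between DMSO and an equimolar ferric chloride plus clioquinol control.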
pAkt inh = Akt phosphorylation inhibition. 360,000 compounds, 0.32% hits. activity change, % for hits at 50 µM. Neuro2A IGF-stimulated pAkt S473 HTRF, 20 min; active compounds read low. AID 651550; in the data active = activity change below about -80%; inconclusive = mostly about -51% to -80%; also: % is scaled to controls: 0 for no effect and ±100 for the full control effect
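Single-point screen (50 µM final compound) in Neuro2A cells stimulated 20 min with 6 nM IGF at 37 deg C. After lysis, Ser473-phosphorylated Akt read by HTRF (ex 330 nm, em 615/665 nm) as the 665/615 ratio.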
aSyn rescue = inhibitors of alpha-synuclein toxicity in yeast; Yeast expressing alpha-synuclein, growth rescue, BacTiter-Glo, 24 h; Potency, µM (top dose mostly 46.1 µM), inactives show top-dose growth rescue (activation), most hits filed as activators; 370,000 compounds, 0.14% hits; AID 652106; also: potency is read from the fitted curve at half-maximal effect; % of control where 0% means no effect; nearly all actives have a fitted effect of over 65% in size
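Screening used galactose-induced yeast with toxic alpha-synuclein levels, exposed to compound for 24 hr at 30 deg C. Cell growth, read with BacTiter-Glo luminescence, gave the measured signal.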
PTHR1 ag = activates the human parathyroid hormone receptor PTHR1 | 410,000 compounds, 0.075% hits | Potency, µM (series often up to 115 µM), for inactives: top-dose activation, hits mostly activators | HEK293 GP2 PTHR1 cells, GloSensor cAMP luminescence, 1 h | AID 743266 | Q03431; also: potency is read from the fitted curve at half-maximal effect; nearly all actives have a fitted effect of over 55% in size; some results filed as inactive show a strong effect at the top dose; inactives centre near -15; many of its hits are not listed in these tables
Target sequence (Q03431 whole entry, looked up): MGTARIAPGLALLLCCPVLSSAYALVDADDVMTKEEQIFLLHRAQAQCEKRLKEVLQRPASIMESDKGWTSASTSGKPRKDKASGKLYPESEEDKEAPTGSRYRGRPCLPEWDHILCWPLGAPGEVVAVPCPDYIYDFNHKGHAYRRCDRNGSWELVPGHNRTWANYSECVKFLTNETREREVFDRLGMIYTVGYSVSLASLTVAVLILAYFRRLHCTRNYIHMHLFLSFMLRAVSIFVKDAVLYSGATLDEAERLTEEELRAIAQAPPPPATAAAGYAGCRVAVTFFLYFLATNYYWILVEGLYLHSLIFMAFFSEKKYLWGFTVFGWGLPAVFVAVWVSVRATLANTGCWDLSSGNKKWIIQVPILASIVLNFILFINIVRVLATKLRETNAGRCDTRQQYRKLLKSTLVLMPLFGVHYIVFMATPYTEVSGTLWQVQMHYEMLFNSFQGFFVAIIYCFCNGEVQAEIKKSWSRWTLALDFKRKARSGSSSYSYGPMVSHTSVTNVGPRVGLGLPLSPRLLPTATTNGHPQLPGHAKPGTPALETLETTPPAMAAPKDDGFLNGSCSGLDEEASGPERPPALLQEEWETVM
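HEK-293-derived GP2 cells expressing PTHR1 and a GloSensor cAMP reporter, 3,000/well, plated overnight, given luciferin plus IBMX (each 0.5 mM as added) for 1 h at 37 °C, then compound for 1 h at 37 °C. Luminescence was read after 15 min at room temperature.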
GLP-1R agonist = activates the human GLP-1 receptor | HEK293 GLP-1R CRE-luciferase, luminescence, 4-6 h; cells express a hypersensitive GLP-1R form | P43220 | Potency, µM (highest dose often 45.6 µM), inactives show at the highest dose activation, actives largely listed as activators | 380,000 compounds, 0.007% hits; also: potency is read from the fitted curve at half-maximal effect; % of control where 0% means no effect
TDP-43 yeast inh = rescues yeast growth from TDP-43 toxicity | 410,000 compounds, 1.8% hits | TDP-43 expressing yeast growth rescue, BacTiter-Glo, 24 h | Potency, µM (highest dose often 46.1 µM), inactives show at the top dose growth rescue (activation), most hits filed as activators; also: potency is read from the fitted curve at half-maximal effect; % of control where 0% means no effect; nearly all actives have a fitted effect of over 50% in size
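Readout is BacTiter-Glo luminescence of cell growth, so inhibitors register as activators. TDP-43-expressing yeast at OD600=0.02 in galactose medium, after raffinose pregrowth to mid-log, were incubated with compound for 24 hr at 30 deg C.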
Active calls of the source: *; i = inactive; ? = inconclusive; / = not tested or not shown; [ ] = dose if it differs, or a comment. Unless noted, calls follow the shape of the dose curve; as a rule, active = well fitted curve in the direction sought with a large enough effect; inconclusive = small, poorly fitted or top-dose-only effect, or another doubt; inactive = no such curve, though single readings can be large; an effect the other way counts as inactive or inconclusive. An excerpt; rates above refer to the full screens.

SMILES	DRD3 antagonist	GLP-1R inv ag	FUS yeast rescue	Abeta yeast res	pAkt inh	aSyn rescue	PTHR1 ag	GLP-1R agonist	TDP-43 yeast inh
Cc1ccc(S(=O)(=O)N2CC3(O)CN(C(=O)OC(C)C)N(C(=O)OC(C)C)CC3(OC(=O)NC3CCCC3)C2)cc1 (configuration not stated)	30	-12%	?	1%	i	1%	-21%	-3%	6%
Cc1nc2cc(C(=O)OCC(=O)Nc3cccc(Cl)c3)ccc2n1-c1ccccc1	1	-19%	/	15%	i	6%	-11%	1%	21%
COCCn1c(N)c(N(Cc2ccccc2)C(=O)c2cc(=O)[nH]c3ccccc23)c(=O)[nH]c1=O	0	26%	/	-1%	i	-3%	i	1%	-6%
O=C(NCC1CCCO1)c1ccc(Cn2c(=S)[nH]c3ccccc3c2=O)cc1 (configuration not stated)	15	-7%[0.307 µM]	31%	15%	i	-4%	i	4%	17%
CC(OC(=O)c1ccc(NC(N)=O)cc1)C(=O)Nc1ccc2c(c1)OCCO2 (configuration not stated)	12	44%	14%	?	i	1%	i	20%	4%
O=C(Nc1cc(NC(=O)c2ccccc2F)ccc1Cl)c1ccccc1	38	6%	-4%	-20%	i	-11%	i	12%	-19%
Fc1cccc(Nc2nc(N3CCOCC3)nc(N3CCOCC3)n2)c1	-6	?	6%	4%	i	13%	-18%	6%	?
CCN(C(=O)COC(=O)c1c(C)nn(-c2ccccc2)c1Cl)c1c(N)n(Cc2ccccc2)c(=O)[nH]c1=O	5	7%	20%	2%	i	-4%	-13%	-6%	5%
CC1(C)C(=O)OC(c2cc(Br)ccc2O)C(C)(C)C1=O (configuration not stated)	-19	?	/	11%	i	15%	-6%	-5%	?
COc1ccc(NC(=O)c2oc3ccc(S(=O)(=O)N(C)C4CCCCC4)cc3c2C)cc1Cl	/	1%	9%	5%	/	/	i	/	0%
Cc1ccc(C(=O)NCc2ccc3c(c2)OCO3)o1	29	-5%	-6%	-2%	i	-4%	i	-5%	13%
CC1(C(=O)NS(=O)(=O)c2cccc(C#N)c2)CCN1C(=O)Cc1ccc(Cl)cc1Cl (configuration not stated)	-15	0%	-10%	-14%	/	-1%	-4%	13%	5%
O=C(NCc1ccccc1Cl)c1cnc(N2CCCCC2)c2ccccc12	/	?	28%	11%	/	/	-27%	/	17%
Cc1cccc(S(=O)(=O)NC(=O)C2(C)CCN2C(=O)CCC2CCCC2)c1 (configuration not stated)	0	-9%	1%	7%	i	1%	i	-4%	0%
O=[N+]([O-])c1ccc(N/N=C/c2ccccc2O)cc1	-16	?	2%	1%	i	0%	-41%[inhibitor]	0%	?
COc1ccccc1N1CCN(c2cnccn2)CC1	-24	33%	-3%	-3%	i	6%	i	16%	-9%[0.397 µM]
NC(=O)CC(NC(=O)Cc1cccc2ccccc12)c1ccc(NC2CCCCCC2)c([N+](=O)[O-])c1 (configuration not stated)	-23	10%	5%	-15%	i	-3%	-23%	2%	-27%
C#CCOCCOCCOCCNc1nc(N2CCN(C(=O)[C@H]([C@@H](C)O)n3cc(CCCCN)nn3)CC2)nc(N2CCN(C(=O)[C@H]([C@@H](C)CC)n3cc(CCCCN)nn3)CC2)n1	1	7%	26%	-12%	i	1%	-16%	-2%	2%
CCCCCC/C=C/c1ccc([C@H]2[C@H]3C=CC[C@@H](C)[C@@H]3C(=O)N2Cc2ccccc2)c(F)c1	18	6%	-9%	5%	i	4%	-19%	-4%	0%
CC(=O)Nc1ccc(NC(=O)C(C)OC(=O)c2ccc3ccccc3n2)cc1 (configuration not stated)	-4	14%	-8%	9%	i	-3%	-92%[inhibitor]	6%	13%
COc1cc(NS(=O)(=O)c2cccs2)cc(OC)c1	/	3%	-3%	16%	/	/	i	2%	21%
O=C(NCc1ccco1)c1nc(-c2ccccc2)n(-c2ccccc2)n1	-3	?	5%	6%	i	2%	i	-7%	15%
CCOc1ccc(NC(=O)C2CCC(CNS(=O)(=O)c3ccc4c(c3)CCCC(=O)N4)CC2)cc1 (configuration not stated)	/	8%	4%	-5%	/	/	i	/	12%
CC(C)CC(=O)NCC(c1ccc2c(c1)OCO2)N1CCN(c2ccc(F)cc2)CC1 (configuration not stated)	/	-26%	-1%	-12%	/	/	i	/	-9%
COc1cc2cc(CN(CCN3CCCC3)C(=O)Nc3ccc(F)cc3)c(=O)[nH]c2cc1OC	7	-3%	/	-1%	i	-3%	-10%	-3%	8%

3 of the entries above in order of the GLP-1R inv ag value, descending:
compound	GLP-1R inv ag
COCCn1c(N)c(N(Cc2ccccc2)C(=O)c2cc(=O)[nH]c3ccccc23)c(=O)[nH]c1=O	26%
O=C(Nc1cc(NC(=O)c2ccccc2F)ccc1Cl)c1ccccc1	6%
Cc1nc2cc(C(=O)OCC(=O)Nc3cccc(Cl)c3)ccc2n1-c1ccccc1	-19%

Remaining list, next part.
SMILES	DRD3 antagonist	GLP-1R inv ag	FUS yeast rescue	Abeta yeast res	pAkt inh	aSyn rescue	PTHR1 ag	GLP-1R agonist	TDP-43 yeast inh
Cc1cccc(N/N=C/c2ccc(O)c(O)c2O)c1	-4	4%	19%	14%	i	14%	i	-1%	-4%
OCCNc1nc(Cl)nc(NCc2ccco2)n1	6	27%	-22%	-5%	i	3%	i	0%	6%
CCN(CC)S(=O)(=O)c1ccc(Oc2ccccc2OC)cc1	3	?	33%	16%	i	9%	-25%	10%	22%
O=C(CN1CCN(Cc2ccccc2)CC1)Nc1ccc(F)c(F)c1	-16	-21%	-22%	-11%	i	1%	-14%	-6%	0%
CCOc1ccc(N2C(=O)c3[nH]nc(-c4ccccc4)c3C2c2ccc(O)c(OC)c2)cc1 (configuration not stated)	/	8%	-6%	-8%	/	/	-33%[inhibitor]	/	-9%
COc1ccc(S(=O)(=O)Nc2c(O)ccc3ccccc23)cc1OC	14	?	-2%	13%	i	5%	-18%	-8%	10%
CC(=O)N(C(C)=O)n1c(/C=C/c2cccc([N+](=O)[O-])c2)nc2ccccc2c1=O	10	0%	-7%	-23%	i	1%	i	3%	5%
CC(=O)C(Cc1ccccc1)NC(=O)COC(=O)c1ccc(-n2cnnn2)cc1 (configuration not stated)	5	13%	7%	3%	i	2%	i	4%	17%
Brc1cc2ccccc2[n+](Cc2ccccc2)c1	2	?	-10%	1%	i	-1%	-11%	-2%	10%
COc1ccccc1-c1cnc(C(O)c2ccc(F)c(F)c2)[nH]1 (configuration not stated)	8	-7%	-14%	-13%	i	2%	-11%	-1%	-6%
COc1ccc(-c2cn(-c3ccc(C)cc3)c(S(=O)(=O)CC(=O)Nc3ccc(F)cc3)n2)cc1	/	?	?	9%	/	/	i	-3%	?
O=C(NC(=S)Nc1ccc(-c2nc3ncccc3o2)cc1)c1ccccc1F	-14	34%[activator]	-3%	-11%	i	-4%	i	2%	-12%
CC(C)c1ccc(C(C(=O)NC2CCCC2)N(C(=O)c2csnn2)C2CC2)cc1 (configuration not stated)	7	?	32%	21%	i	7%	-5%	6%	11%
COc1cccc(NC(=O)c2ccc(CN3CCOCC3)cc2)c1	-5	-18%	3%	-2%	i	-15%	-66%[57.5 µM]	-19%	-8%
Cn1c(C(=O)NCCc2c[nH]c3ccccc23)cc2sccc21	-3	?	-18%	16%	i	4%	-53%[inhibitor]	14%	23%
O=C1CSC(c2cccc(F)c2)N1c1ccc(O)cc1 (configuration not stated)	-22	-9%	-11%	-10%	i	0%	?	-1%	-14%
COc1cccc(-c2nc(CS(=O)(=O)CC(=O)N3CCCCC3)c(C)o2)c1	1	6%	12%	-8%	i	-2%	i	0%	-7%
Cc1ccc(S(=O)(=O)NC(Cc2ccccc2)C(=O)O)cc1C (configuration not stated)	13	5%	2%	0%	i	0%	i	1%	14%
COc1ccc(OCCNC(=O)c2cc(C3CC3)nc3c2cnn3C(C)C)cc1	30	?	/	-2%	i	16%	-11%	9%	23%
COc1cc(C(=O)Oc2ccccc2/C=N/NC(=O)c2ccc(C)c(Cl)c2)cc(OC)c1OC	-16	-2%	11%	13%	i	4%	i	-4%	19%
O=C(C1CCN(S(=O)(=O)c2cc(Cl)ccc2Cl)CC1)N1CCOCC1	-22	8%	8%	-5%	i	5%	-17%	5%	2%
Cc1ccccc1C1CC(=O)c2ccccc2C1C (configuration not stated)	-2	?	-5%	-16%	i	-25%	-27%	8%	-18%
O=C(NCC(c1cccnc1)N1CCN(c2ccccc2F)CC1)c1cccc(Cl)c1 (configuration not stated)	30	?	14%	6%	/	11%	-22%[57.5 µM]	22%	-9%
Cc1ccc(Cn2c3ccccc3c3cnn(CC(=O)Nc4cc(Cl)ccc4C)c(=O)c32)cc1	/	5%	3%	-9%	/	/	-23%	/	7%
O=C1C[C@@H]2c3c(cccc3CN1Cc1ccc(F)cc1)C[C@@H](O)[C@H]2O	1	-16%	-15%	3%	i	6%	i	-5%	-5%
CNC(=O)C[C@H]1C(=O)N(c2ccccc2)C[C@@H]1Cc1ccccc1	1	13%	19%	-3%	i	5%	-24%	-1%	22%
Cc1ccc2nc(SCC(=O)Nc3nonc3N)[nH]c2c1	8	1%	-29%	5%	i	-5%	-1%	6%	3%

Of the compounds above, these have bromine:
SMILES	DRD3 antagonist	GLP-1R inv ag	FUS yeast rescue	Abeta yeast res	pAkt inh	aSyn rescue	PTHR1 ag	GLP-1R agonist	TDP-43 yeast inh
CC1(C)C(=O)OC(c2cc(Br)ccc2O)C(C)(C)C1=O (configuration not stated)	-19	?	/	11%	i	15%	-6%	-5%	?
Brc1cc2ccccc2[n+](Cc2ccccc2)c1	2	?	-10%	1%	i	-1%	-11%	-2%	10%

Screening results: PubChem, National Center for Advancing Translational Sciences (NCATS)
